# Assay outcomes deposited in PubChem by several laboratories.
# PRMT1 FP inh – PRMT1 methyltransferase inhibitors, primary screen, biochemical, fluorescence polarization. actives 1.3% (n = 370,000). recombinant PRMT1, activity-based probe fluorescence polarization. inhibition, % at 2.79 µM. Protein arginine N-methyltransferase 1 (Homo sapiens), Q99873. AID 652257, 2013;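 active = inhibition above about 21% made by adding two undisclosed values, limit read from the data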
# Target sequence (Q99873 whole entry, looked up): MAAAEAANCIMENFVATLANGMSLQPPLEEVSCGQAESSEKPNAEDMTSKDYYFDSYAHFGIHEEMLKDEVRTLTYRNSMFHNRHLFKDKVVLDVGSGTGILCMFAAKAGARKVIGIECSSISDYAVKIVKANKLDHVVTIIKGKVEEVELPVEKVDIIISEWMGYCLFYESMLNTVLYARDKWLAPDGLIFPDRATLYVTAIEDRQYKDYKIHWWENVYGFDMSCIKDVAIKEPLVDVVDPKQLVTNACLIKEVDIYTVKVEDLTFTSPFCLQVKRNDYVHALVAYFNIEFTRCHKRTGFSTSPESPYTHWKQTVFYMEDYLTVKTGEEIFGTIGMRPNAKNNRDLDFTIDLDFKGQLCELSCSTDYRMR
# rCAG RNA binder – binders of r(CAG) RNA repeats, primary screen, biochemical, fluorescence. r(CAG) RNA repeat, TO-PRO-1 dye displacement fluorescence. inhibition, % at 3 µM. actives 1.3% (n = 370,000). AID 651821, 2012;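 active = inhibition above the plate cutoff, the mean of all test compounds on that plate plus 3 SD, cut at about 35% in these data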;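 note: 0% = DMSO alone and 100% = 100 µM mitoxantrone as full dye displacement; higher means more dye released from RNA so lower well fluorescence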
# TCR-CD3 inh – inhibitors of human TCR-CD3 interaction, primary screen, biochemical, fluorescence, TAMRA-labeled TCR probe; actives 0.37% (n = 360,000); T-cell receptor (TCR); inhibition, % at 9.4 µM; in the data active = inhibition above about 19%;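 note: recombinant mutant TCR 2C K166C tagged with TAMRA read by polarization; 0% = receptor in buffer alone and 100% = receptor with positive control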
# TDP2 inh – human TDP2 enzyme inhibitors, primary screen, biochemical, epi absorbance, recombinant enzyme; inhibition, % at 12.8 µM; actives 0.34% (n = 370,000); Tyrosyl-DNA phosphodiesterase 2 (Homo sapiens), O95551; AID 720702, 2013; T5PNP hydrolysis, p-nitrophenol absorbance 415 nm;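 active = inhibition above the mean of all tested compounds plus 3 SD, set per campaign, cut at about 25% in these data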;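 note: 0% = DMSO with enzyme and 100% = buffer with substrate but no TDP2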
#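 test system = human TDP2 enzyme | input = TDP2 enzyme at 120 nM final | medium = 50 mM Tris-HCl pH 7.5 with Mg2+, KCl, DTT, BSA | also added = T5PNP substrate, 5 mM | times = 2 h at 37 °C | technique = epi absorbance | benchmarks = high control without enzyme, low control DMSO plus TDP2 | replication = each compound tested once, singlicate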
# SIAE primary – human SIAE inhibitors, primary screen, biochemical, fluorescence polarization, FP-Rh probe, 1536-well HTS. Sialate O-acetylesterase (Homo sapiens), Q9HAT2. SIAE FP-Rh probe binding. inhibition, % at 9.66 µM. actives 0.69% (n = 370,000);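 active = inhibition above a cutoff: mean of compounds within the control limits plus 3 SD of those, cut at about 17% in these data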;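 note: 0% = plate median of compound wells and 100% = probe without SIAE protein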
# GC-B act – human GC-B receptor activators, primary screen, HEK293 GC-B cells, cGMP TR-FRET, EC30 CNP. AID 1920062, 2024. actives 0.11% (n = 370,000). Atrial natriuretic peptide receptor 2 (Homo sapiens), P20594. activation, % at 10 µM. 0% at EC30 CNP, 100% saturating CNP;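 active = activation at 10 µM reaching about 35% in either raw or pattern-adjusted values, limit read from the data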
# LEDGF integ inh – blockers of LEDGF/p75-dependent integrase strand transfer – biochemical, TR-FRET, high throughput, primary screen | TR-FRET IN-LEDGF/p75 DNA integration, Eu/Cy5 | inhibition, % at 3.7 µM | actives 0.64% (n = 370,000);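 active = inhibition above the screen-wide mean plus 3 SD, cut at about 13% in these data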;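 note: signal is the Cy5 over europium emission ratio at 671 and 618 nm; 0% = plate median of compound wells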
# HTRA1 inhibitor – HTRA1 serine protease inhibitors, primary screen, biochemical, fluorescence polarization, HTS; Q92743; inhibition, % at 5.96 µM; recombinant HTRA1, FP-rhodamine activity-based probe; actives 0.5% (n = 340,000); in the data active = inhibition above about 36%;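 note: 0% = enzyme with DMSO and 100% = wells lacking enzyme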
# ABHD4 inh – ABHD4 inhibitors, primary screen, biochemical, fluorescence polarization, mouse | AID 720543, 2013 | inhibition, % at 8.92 µM | purified mABHD4, FP-Rh probe fluorescence polarization | actives 0.54% (n = 370,000);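 active = inhibition exceeding the mean over every tested compound plus 3 SD, cut at about 30% in these data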;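 note: 0% = plate median of compound wells and 100% = S159A mutant with DMSO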
#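 Doses – 8.92 µM, single dose · Material – wild-type mouse ABHD4 protein · Replication – single well per compound (singlicate) · Measure – percent inhibition of probe binding, normalized to plate controls · Schedule – 45 min compound pre-incubation plus 60 min probe step, 25 °C · Detection – fluorescence polarization with parallel and perpendicular emission, 525/598 nm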
# MBD2 DNA inh – inhibitors of MBD2 binding to methylated DNA, primary screen, biochemical, TR-FRET, DNA-binding domain, human; Methyl-CpG-binding domain protein 2 (Homo sapiens), Q9UBB5; MBD2 binding to methylated oligonucleotide; inhibition, % at 4.4 µM; actives 0.31% (n = 370,000); AID 686964, 2013; in the data active = inhibition above about 13%
# Target sequence (Q9UBB5 whole entry, looked up, the tested form may be a part): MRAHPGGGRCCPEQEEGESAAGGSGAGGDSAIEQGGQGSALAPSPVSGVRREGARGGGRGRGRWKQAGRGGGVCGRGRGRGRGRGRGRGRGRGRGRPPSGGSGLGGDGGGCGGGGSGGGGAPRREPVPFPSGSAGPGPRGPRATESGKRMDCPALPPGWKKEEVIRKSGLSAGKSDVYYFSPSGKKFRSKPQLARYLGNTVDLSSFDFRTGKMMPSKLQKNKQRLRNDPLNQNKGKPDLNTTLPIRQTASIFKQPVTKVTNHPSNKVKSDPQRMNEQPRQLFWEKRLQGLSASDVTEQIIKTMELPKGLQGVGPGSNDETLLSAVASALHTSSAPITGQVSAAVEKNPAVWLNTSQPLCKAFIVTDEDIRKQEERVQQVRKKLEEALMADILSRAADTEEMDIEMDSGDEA
# * hit, by the source's call; / = not tested or not shown. Some of the compounds tested. The share of hits here may be higher or lower than overall.
SMILES,PRMT1 FP inh,rCAG RNA binder,TCR-CD3 inh,TDP2 inh,SIAE primary,GC-B act,LEDGF integ inh,HTRA1 inhibitor,ABHD4 inh,MBD2 DNA inh
Cc1ccc(S(=O)(=O)/N=C(\CCl)N2CCOCC2)cc1,-3,-1,7,10,-1,0,2,-2,2,-6
COc1ccc(N(CC(=O)Nc2cc(Cl)ccc2OC)S(=O)(=O)c2c(C)[nH]c(=O)[nH]c2=O)cc1,-1,49*,2,-6,-7,0,4,-3,4,2
N#CC1(c2ccccc2)CCCN1C(=O)c1ccc(Br)cc1 (centres undefined),-3,-3,1,10,1,2,1,-3,2,-6
Cc1cc(NC(=O)CSc2nnc(C)n2C)no1,3,0,-7,-6,0,7,-2,7,-6,-3
O=C(OCc1cccc([N+](=O)[O-])c1)c1cccnc1,-1,0,1,3,2,3,0,-4,2,0
O=C1C/C(=C\c2c(F)cccc2Cl)N2CCC1CC2,1,0,5,1,5,/,1,10,4,0
Cn1c(NCc2ccccc2)nc2c1c(=O)n(Cc1ccccc1)c(=O)n2C,3,-4,0,-1,5,4,0,-4,1,1
CC(C)c1cccc(C(C)C)c1NC(=O)CN1CCCC1,-5,-2,-5,-8,7,1,1,4,1,-3
COc1ccc(N2CC(C(=O)OCC(=O)c3ccccc3)CC2=O)cc1 (centres undefined),0,-6,9,5,0,-7,2,1,0,-1
CC1CCCC(NC(=O)CSc2ccc(F)cc2)C1C (centres undefined),-2,-6,2,8,13,6,-1,-2,1,1
COc1ccc(NS(=O)(=O)c2cccc(NC(=O)c3ccc(Cl)nc3)c2)cc1,0,6,0,-7,-19,-15,-3,-15,-12,-5
Cc1ccc(/C=N/NC(=O)c2cccc(S(=O)(=O)Nc3ccccc3Cl)c2)o1,0,18,-6,3,5,-2,0,-6,-10,1

# Three compounds drawn at random from those above:
SMILES,PRMT1 FP inh,rCAG RNA binder,TCR-CD3 inh,TDP2 inh,SIAE primary,GC-B act,LEDGF integ inh,HTRA1 inhibitor,ABHD4 inh,MBD2 DNA inh
Cn1c(NCc2ccccc2)nc2c1c(=O)n(Cc1ccccc1)c(=O)n2C,3,-4,0,-1,5,4,0,-4,1,1
CC(C)c1cccc(C(C)C)c1NC(=O)CN1CCCC1,-5,-2,-5,-8,7,1,1,4,1,-3
COc1ccc(N2CC(C(=O)OCC(=O)c3ccccc3)CC2=O)cc1 (centres undefined),0,-6,9,5,0,-7,2,1,0,-1

# The results go on:
SMILES,PRMT1 FP inh,rCAG RNA binder,TCR-CD3 inh,TDP2 inh,SIAE primary,GC-B act,LEDGF integ inh,HTRA1 inhibitor,ABHD4 inh,MBD2 DNA inh
CN(c1ccccc1)S(=O)(=O)c1cccc(NC(=O)COC(=O)C2CCCCC2)c1,-2,6,-6,-11,-8,2,4,-16,-16,3
Cc1ccc(NC(=O)NCc2ccc3c(c2)OCO3)cc1,-2,1,0,-4,5,8,3,1,-2,-3
Cc1cc(Cl)ccc1OCC(=O)Nc1cccc(S(=O)(=O)N2CCCC2)c1,3,9,-5,3,-24,14,-5,-53,-28,5
CCOC(=O)C1=C(C)Nc2ccccc2N/C1=N\S(=O)(=O)c1cccc(Cl)c1,6,33,-3,-3,1,2,-7,6,-5,1
Cc1nnc(SCC2=C(C(=O)O)N3C(=O)C(NC(=O)COc4ccc(F)cc4)C3SC2)s1 (centres undefined),31*,21,12,-2,0,8,-1,2,8,1
O=C(Nc1ccc2c(c1)OCO2)c1cccc2c1C(=O)N(C1CCCCC1)C2,0,2,4,11,-3,-4,-3,/,6,2
COC(=O)CCCC(=O)N1CCCC(C(=O)c2ccccc2SC)C1 (centres undefined),-1,-5,1,2,-3,1,1,2,3,-2
COCCN(Cc1cc2cc3c(cc2nc1Cl)OCO3)C(=O)Nc1ccc(OC)cc1,0,-3,7,-4,-2,-2,-6,-5,-1,1
CCOc1cc(S(=O)(=O)N2CCN=C2Cc2ccccc2)ccc1F,0,-2,6,-1,-6,2,-1,6,-5,0
O=C1C2C3C=CC(C3)C2C(=O)N1c1ccccc1 (centres undefined),-3,-1,-15,4,6,1,0,2,-3,7
CCn1cnc2scc(-c3ccccc3)c2c1=O,1,-3,-2,-2,5,10,2,0,0,5
NC(=O)C1CCCN(C(=O)c2cccc(NC(=O)c3cccs3)c2)C1 (centres undefined),-7,-2,2,9,8,1,6,-1,-5,-2
C#CCOCCOCCOCCNc1nc(N2CCN(C(=O)[C@H](CCC(=O)O)n3cc(CN)nn3)CC2)nc(N2CCN(C(=O)[C@H](CCC(=O)O)n3cc([C@@H](N)[C@H](C)CC)nn3)CC2)n1,-3,3,-3,-6,-4,-2,8,2,-6,6
Oc1ccc(Nc2nnc(-c3ccc(O)cc3)c3ccccc23)cc1,0,7,2,-7,9,-12,-2,34,-3,-3
CC1CCCN(CCCNC(=O)CN2C(=O)CSc3ccc(S(=O)(=O)N4CCOCC4)cc32)C1 (centres undefined),3,1,-5,5,1,1,-2,2,1,2
COc1ccc(NC(=O)N2CCc3ccccc3C2)c(OC)c1,1,-5,14,4,6,-4,1,-2,5,1
C[C@H]1C(=O)N(C)CCN1C(=O)c1cccc(OC2CCN(CC(C)(C)C)CC2)c1,-2,-5,3,4,-1,5,2,-3,2,2
CCCCCCCCN1C(=O)[C@H](CC(=O)NCCCN2CCCC2=O)C[C@@]2(C(=O)OC)CC(C)(C)CC=C12,0,4,1,-3,-1,5,3,/,2,4
CC(NC(=O)c1ccccc1)C(=O)NC1=NCCS1 (centres undefined),-1,1,3,2,0,3,2,-2,8,-1
Cc1ccc(C(=O)CCC(=O)N2CCC(C(N)=O)CC2)cc1,-4,7,10,9,5,6,5,-17,-7,-2
CN1C(CC(=O)Nc2ccc(Br)cc2)c2ccccc2CC1(C)C (centres undefined),-4,-4,7,-7,0,-2,0,-3,3,0
CC1(C)C=C2C(=NN(c3ccccc3)C(N)=C2C#N)CO1,3,5,-1,47*,6,1,-4,17,11,-2
CC(C)Oc1ccc(CC2CCC(=O)N(C)C2=O)cc1 (centres undefined),3,-6,-1,-7,-5,-3,-3,0,-10,3
COC(=O)Nc1sc2nc(C)cc(C)c2c1-n1cccc1,-1,1,0,-17,3,3,4,-12,-5,5
C=CCOC(=O)C1=C(C)NC(SCC(=O)Nc2nccs2)=C(C#N)C1c1cccs1 (centres undefined),1,7,-2,-9,-22,-10,0,-37,-12,2
COc1cccc(NC(C)(C)c2nnnn2-c2c(C)cccc2C)c1,4,-5,-4,-8,5,5,-1,/,-2,4
COC(=O)c1ccc(Cn2nc([N+](=O)[O-])c(Br)c2C)cc1,-2,-1,1,-19,-4,-3,-2,-4,-11,-1
CC1(Oc2ccc3ccccc3c2)CCN(Cc2cccn2-c2nccs2)C1 (centres undefined),-2,-1,-2,2,6,-9,0,/,-8,4
Cn1ncc(N2CCN(C(=O)c3ccc(Cl)cc3)CC2)c(Cl)c1=O,1,-6,-8,-1,0,-3,-3,4,4,3
C[N+]1=C2N[C@@H](c3ccccc3)CC(=O)N2/C(=C\c2ccccc2)[C@@H]1Cc1ccccc1,-6,/,/,8,5,-20,7,/,6,3
Cc1cccc(C)c1NC(=S)N(CCCN1CCOCC1)Cc1cccnc1,0,-2,-10,16,6,7,2,8,2,2
CCCCC1(CC(=O)OCC)SCCN1C(N)=O (centres undefined),-1,1,4,-14,0,3,-1,10,6,-4
COc1ccc(C(=O)N2CCOC2CNC(=O)C(=O)NCc2ccccn2)cc1 (centres undefined),-1,5,2,5,-3,4,-1,7,4,-4
Cc1ccc(NC(=O)c2nc[nH]c2C(=O)NCCCCNC(=O)c2[nH]cnc2C(=O)Nc2ccc(C)cc2)cc1,-1,2,1,-7,-4,-14,-1,-1,4,3
O=C(c1ccccn1)N1CCN(S(=O)(=O)c2ccccc2)CC1,5,-2,2,2,8,6,0,0,1,-4
CCOc1ccc(Cn2cc(F)c(=O)[nH]c2=O)cc1,-4,-7,-12,-13,0,-6,3,0,8,1
CCCCc1ccc(NC(=S)N2CCCC(C)C2)cc1 (centres undefined),0,-7,-1,1,1,2,-4,-11,4,1
COc1ccc(C2C(C(=O)N3CCN(c4ccccn4)CC3)CC(=O)N2c2ccc(OC)cc2)cc1 (centres undefined),-3,-8,7,-4,-5,6,0,2,-2,-1
COC(=O)c1ccc(COC(=O)CCNS(=O)(=O)c2ccc(C)c(C)c2)cc1,2,-3,-4,-14,-1,2,-2,-7,-9,1
O=C(NCc1ccc(Cl)cc1Cl)Nc1nc([C@@H]2O[C@H](CO)[C@@H](O)[C@H](O)[C@H]2O)cs1,-3,2,9,-10,-1,0,7,/,-4,1
O=Cc1[nH]c2ccccc2c1N(C(=O)CCl)c1ccc([N+](=O)[O-])cc1,6,5,1,1,3,-12,10,0,8,-1
CCOC(=O)C1=C(c2ccccc2)NC(=O)NC1c1cc(OC)c(O)c([N+](=O)[O-])c1 (centres undefined),2,-1,0,-2,4,-1,-4,9,11,-3
CCOC(=O)CC1=C(C#N)C(c2cccnc2)C(C(=O)OCC)=C(N)O1 (centres undefined),0,-4,6,5,-3,3,-1,-2,3,-2
CCN(CC)S(=O)(=O)c1ccc(NC(=O)CSc2ncnc3ccccc23)cc1,5,6,0,0,3,1,-1,-6,-18,3
CC(=O)c1c(C)[nH]c(C(=O)OCC(=O)c2ccc3c(c2)NC(=O)CO3)c1C,1,11,7,-5,-5,3,1,2,-6,7
COc1ccc(C(=O)C2CCCN(C(=O)Cn3nc(C)nc3C)C2)cc1F (centres undefined),-1,0,4,-1,-12,-1,0,-1,2,1
CCOC(=O)C1=CC[C@H]2c3c(c4ccccc4n3C)C(=O)C1N2C(=O)OC(C)(C)C,1,-7,0,7,3,-2,-3,-11,-7,-2
O=C(O)CCNC(=O)c1ccc(NC(=O)Cc2ccc(Cl)cc2)cc1,-3,3,-3,-9,0,2,-5,4,2,-2
CCn1c(COc2ccccc2)nnc1SCC(=O)Nc1ccc(S(=O)(=O)Nc2cc(C)nc(C)n2)cc1,-4,23,/,1,-2,2,2,/,3,-6
CCOC(=O)c1c(C)[nH]c(C(=O)OCCOc2ccccc2C)c1C,0,0,8,5,-8,-1,-1,-31,0,-5
CCOC(=O)c1[nH]c2ccc(OCC)cc2c1NC(=O)CN1CCN(c2ccccn2)CC1,-1,-5,5,7,4,1,-3,0,-7,2
